# Source: PubChem BioAssay
# PolyA inhibitor: inhibitors of polyadenylation in S. cerevisiae; AID 1875; calls only at 12 µM; S. cerevisiae SKY197-pL101 polyadenylation reporter, beta-gal luminescence; efflux-impaired pdr1/pdr3 knockout yeast; score 100 = 6 SD above DMSO; 300,000 compounds, 0.02% hits;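 active = lowest replicate activity score at least 50, where 100 means six control SD above control mean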;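 also: yeast exposed to compound for 9 h at 30 °C; higher score means more reporter readthrough which indicates perturbed polyadenylation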
# KCNQ1 block: inhibitors of human KCNQ1 potassium channel; P51787; CHO-K1 KCNQ1, FluxOR thallium flux fluorescence; active compounds read high; AID 2642; B-score at 10 µM; 310,000 compounds, 1.3% hits;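 active = compounds whose thallium flux B-score, printed positive for inhibition, exceeds three library SD while starting fluorescence stays within three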;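 also: channel opened by potassium depolarization with thallium stimulus after 20 min compound exposure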
# Target sequence (P51787 whole entry, looked up): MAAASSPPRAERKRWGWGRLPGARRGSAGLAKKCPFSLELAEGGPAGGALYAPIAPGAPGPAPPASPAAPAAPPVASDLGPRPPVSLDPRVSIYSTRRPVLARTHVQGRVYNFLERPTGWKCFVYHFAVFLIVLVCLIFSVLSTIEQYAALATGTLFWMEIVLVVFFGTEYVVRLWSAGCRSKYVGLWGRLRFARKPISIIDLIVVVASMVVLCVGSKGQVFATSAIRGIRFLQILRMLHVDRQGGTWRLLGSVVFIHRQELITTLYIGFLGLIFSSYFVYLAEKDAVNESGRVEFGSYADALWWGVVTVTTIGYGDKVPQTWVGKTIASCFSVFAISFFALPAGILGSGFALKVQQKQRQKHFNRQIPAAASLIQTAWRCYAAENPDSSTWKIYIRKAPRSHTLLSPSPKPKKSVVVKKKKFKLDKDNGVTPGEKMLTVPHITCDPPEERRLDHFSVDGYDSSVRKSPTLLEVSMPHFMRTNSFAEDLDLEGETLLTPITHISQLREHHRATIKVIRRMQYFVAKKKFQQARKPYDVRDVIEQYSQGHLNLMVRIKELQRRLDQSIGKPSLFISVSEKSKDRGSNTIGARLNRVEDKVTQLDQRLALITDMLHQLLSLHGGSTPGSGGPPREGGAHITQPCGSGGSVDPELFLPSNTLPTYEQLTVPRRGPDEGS
# KCNK9 block: blocks the human KCNK9 two-pore domain potassium channel. B-score at 10 µM. HEK293 KCNK9, FluxOR thallium flux fluorescence; active compounds read low. 310,000 compounds, 1.2% hits. Q9NPC2;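 active = ratio B-score over 3 SD below the library mean, with starting fluorescence within 5 SD of its mean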;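 also: negative B-score means less thallium flux so channel inhibition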
# hERG rescue: shields human hERG channel from block by proarrhythmic agents | Q12809 | CHO-hERG, FluxOR thallium flux, dofetilide IC70 present | activation (rescue from dofetilide block), less the hit threshold, % at 10 µM | 310,000 compounds, 0.51% hits | AID 1511;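 active = activation above the mean of controls blocked by dofetilide plus 5 SD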;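 also: thallium influx through hERG after potassium depolarization seen as dye fluorescence rise; in these data hits start at about 4.7%; inactives centre near -7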
# HDAC3 inhib: inhibitors of human histone deacetylase 3; O15379; recombinant HDAC3, fluorogenic peptide/trypsin coupled, fluorescence; inhibition, % at 8.3 µM; 320,000 compounds, 0.15% hits; AID 2718; in the data active = inhibition above about 26%, passing the limit was not always enough
# KCNK3 inh: human KCNK3 channel inhibition, primary screen; O14649; 340,000 compounds, 0.84% hits; CHO-KCNK3 thallium flux, FluxOR fluorescence; active compounds read low; B-score at 10 µM;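 active = B-score under library mean minus 4 SD, starting fluorescence ratio at most library mean plus 5 SD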;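 also: more negative B-score means stronger inhibition of thallium flux through KCNK3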
# Target sequence (O14649 whole entry, looked up): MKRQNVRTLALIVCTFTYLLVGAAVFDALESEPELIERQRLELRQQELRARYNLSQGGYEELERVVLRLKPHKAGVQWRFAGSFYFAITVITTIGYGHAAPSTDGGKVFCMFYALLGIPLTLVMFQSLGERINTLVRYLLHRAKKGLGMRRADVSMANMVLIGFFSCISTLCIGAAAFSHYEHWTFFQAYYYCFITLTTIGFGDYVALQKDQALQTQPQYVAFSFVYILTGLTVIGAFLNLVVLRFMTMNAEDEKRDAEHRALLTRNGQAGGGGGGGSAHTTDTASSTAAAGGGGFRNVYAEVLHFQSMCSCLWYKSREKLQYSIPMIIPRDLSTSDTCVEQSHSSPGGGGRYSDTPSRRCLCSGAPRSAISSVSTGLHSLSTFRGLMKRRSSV
# RGS4 act: RGS4 potentiation or activation; HEK293 M3R/inducible RGS4, carbachol calcium flux Fluo4; active compounds read low; B-score at 10 µM; 310,000 compounds, 0.92% hits; AID 463111;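 active = B-score of the integrated calcium signal more than 4 SD below the library mean, with starting fluorescence not abnormally high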;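 also: negative B-score means reduced calcium response which marks RGS4 activation or potentiation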
#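 Reagent: ECmax carbachol challenge; Test system: M3R-expressing HEK293 line, RGS4 induced by doxycycline; Schedule: overnight RGS4 induction, 30 min dye load 37 °C, 20 min compound RT; Detection: calcium dye Fluo4 fluorescence; Read-out: Agonist-evoked peak-minus-minimum fluorescence over baseline, integrated ratio, B score.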
# GSK3beta inhib: blocks human GSK3beta kinase activity. activity score (negative = inhibition), % at 10 µM. P49841. 300,000 compounds, 0.038% hits. GST-GSK3beta kinase, ADP-Glo luminescence, 60 min; active compounds read low. AID 2097;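 active = more than half of replicate wells score below -50%, meaning over 50% inhibition versus plate controls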;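 also: 0% = median DMSO wells and -100% = median GW8510 positive control wells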
#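 Assay system: GST-fused GSK3beta enzyme, cell-free / Medium: Tris pH 7.5 buffer with MgCl2, DTT, BSA, heparin / Also added: peptide substrate plus 25 µM ATP (final) / Compound: 10 µM single point / Timing: kinase reaction with compound 60 min at room temperature / Detection: ADP-Glo luminescence / Benchmarks: DMSO neutral wells and GW8510 at 20 µM as positive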
# KCNQ1 act: potentiators or activators of human KCNQ1 potassium channel. B-score at 10 µM. P51787. 310,000 compounds, 0.35% hits. CHO-K1 KCNQ1, thallium flux FluxOR fluorescence; active compounds read high;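 active = fluorescence ratio B-score, a plate-corrected score, at least three library SD, with initial intensity B-score within 5 SD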
#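 Assay system: CHO-K1 cells stably expressing KCNQ1. Medium: assay buffer for compound exposure, DMSO matched across wells. Timing: 37 °C overnight plating, 90-min dark dye load, 20-min compound pretreatment. Signal: kinetic FluxOR fluorescence, 10 s baseline plus 110 s post-stimulus.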
# GSK3 alpha inh: human GSK-3 alpha kinase inhibition | P49840 | ADP-Glo luminescence, 60 min | inhibition, % at 10 µM | 320,000 compounds, 0.1% hits;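 in the data active = inhibition above about 50%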;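 also: GST-tagged GSK-3 alpha with peptide substrate and 25 µM ATP; 0% = DMSO neutral wells and 100% = GW8510 positive control wells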
# DYRK1A inh: blocks rat Dyrk1A kinase activity. Q63470. 310,000 compounds, 0.43% hits. ADP-Glo luminescence, NFATc1 peptide. inhibition, % at 12.5 µM. AID 504441; in the data active = inhibition above about 50%;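 also: plate controls were vehicle with enzyme for no effect and no enzyme for full effect; many of its hits are not listed in these tables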
# * = called active by the depositor; i = inactive; . = no result given.
SMILES,PolyA inhibitor,KCNQ1 block,KCNK9 block,hERG rescue,HDAC3 inhib,KCNK3 inh,RGS4 act,GSK3beta inhib,KCNQ1 act,GSK3 alpha inh,DYRK1A inh
COc1ccc(C(=O)N2CCN(C3CCCCC3)CC2)cc1OC,i,i,i,-5,-1,i,i,-1,i,-6,.
Cc1cccc(NC(=O)/C(=C/c2cccc([N+](=O)[O-])c2)NC(=O)c2cccs2)c1,i,i,i,-3,4,i,i,1,i,-1,0
CCc1ccc(CNC(=O)CC2C(=O)NCCN2Cc2ccccc2F)nc1 (centres undefined),i,i,i,-6,4,i,i,-1,i,-1,4
COc1ccc(NC(=O)COC(=O)C2CC(=O)N(c3ccc(C)cc3)C2)cc1 (centres undefined),i,i,i,-7,0,i,i,.,i,0,-2
Cc1nc(SCC(=O)NCC2CCCO2)c2c3c(sc2n1)CCCC3 (centres undefined),i,i,i,15*,4,i,i,.,13*,-4,8
O=C(O)c1cccc(-n2c(/C=C/c3cccc([N+](=O)[O-])c3)nc3ccccc3c2=O)c1,i,i,i,-10,1,i,i,1,i,-1,3
CCNC(=S)N1CCC(C(O)(c2ccccc2)c2ccccc2)CC1,i,i,i,-21,-5,i,i,3,i,-1,-1
CC(=O)c1cc2c(cc1NC(=O)CCn1cccc1)OCO2,i,i,i,-13,1,i,i,2,i,-2,-7
CCc1nc(NC(=O)NS(=O)(=O)c2ccccc2C(=O)OC)nc(OC)n1,i,i,i,-6,-12,i,i,-8,i,9,5
COc1ccc(NC(=O)CN(C)C(=O)CCCSc2nc3ccccc3[nH]2)cc1,i,i,i,-20,-2,i,i,0,i,-1,19
Cc1ccc(-n2nc3c(c2NC(=O)c2cccs2)CS(=O)(=O)C3)cc1C,i,i,i,-8,-3,i,i,-1,i,0,1
CCN1CCN(c2cc(C)c3cc(NC(=S)N(CC)CC)ccc3n2)CC1,i,i,i,-9,-3,i,i,1,i,-2,-2
c1ccc2c(c1)NC(c1ccncc1)n1c-2nc2ccccc21 (centres undefined),i,i,i,-7,-22,i,i,-9,i,-16,10
COc1ccc(OC)c(NC(=O)CNC(=O)Cn2ccc3ccccc3c2=O)c1,i,i,i,-7,-3,i,i,-3,i,0,-1
N#C/C(=C\c1ccncc1)c1nc2ccccc2[nH]1,i,i,i,-16,.,i,i,1,i,.,1

# Reprinted from the part before: two compounds, then new ones.
SMILES,PolyA inhibitor,KCNQ1 block,KCNK9 block,hERG rescue,HDAC3 inhib,KCNK3 inh,RGS4 act,GSK3beta inhib,KCNQ1 act,GSK3 alpha inh,DYRK1A inh
COc1ccc(OC)c(NC(=O)CNC(=O)Cn2ccc3ccccc3c2=O)c1,i,i,i,-7,-3,i,i,-3,i,0,-1
N#C/C(=C\c1ccncc1)c1nc2ccccc2[nH]1,i,i,i,-16,.,i,i,1,i,.,1
COc1ccc2c(Cl)c(C(=O)NCCc3ccc(S(N)(=O)=O)cc3)sc2c1,i,i,i,-4,-4,i,i,0,i,3,9
CCOc1ccccc1NC(=O)C1CCCN(C(=O)Nc2ccccc2)C1 (centres undefined),i,i,i,3,1,i,i,0,i,0,4
CCc1ccccc1NC(=S)/N=C(\N)Nc1nc(C)c2cc(C)ccc2n1,i,i,i,-9,-1,i,i,2,i,0,1
CCOC(=O)c1c(C)[nH]c(NC(=O)Nc2c(C)n(C)n(-c3ccccc3)c2=O)c1C,i,i,i,-2,0,i,i,-2,i,-1,4
O=C(CCCCCNC(=O)N1CCn2c1nc1ccccc12)NCCc1ccccc1,i,i,i,-4,4,i,i,0,i,-1,5
COc1ccc(-c2noc(N3CCC(C(=O)Nc4ccc(OC)cc4OC)CC3)n2)cc1,i,i,i,-16,.,i,i,1,i,-2,-3
CCOC(=O)c1nn(-c2ccccc2F)c2nc(Nc3ccccc3)cc(=O)n12,.,i,i,-1,5,i,i,0,i,-1,-4
Cc1ccc(N2CC(C(=O)OCC(=O)C(C)(C)C)CC2=O)cc1 (centres undefined),i,i,i,-13,0,i,i,1,i,2,3
Cc1cccc(NC(=O)C2CCCN2C(=O)NC2CCCCC2)c1 (centres undefined),i,i,i,-3,-1,i,i,-2,i,8,-2
COCCN1C(=S)NC(c2cccc(C(F)(F)F)c2)C(C(=O)N2CCOCC2)=C1C (centres undefined),i,i,i,-17,8,i,i,0,i,-1,-2
COc1ccc(C(=O)COc2ccccc2C#N)cc1,i,i,i,-6,-8,i,i,1,i,-1,-4
COc1ccc(N2CCN(C(=O)Cc3ncc(C(F)(F)F)cc3Cl)CC2)cc1,i,i,i,-8,-14,i,i,4,i,.,5
Cc1cc(NC2CCCC2)n2ncc(-c3ccccc3)c2n1,i,i,i,-3,4,i,i,0,i,-3,-6
CCOC(=O)c1c(NC(=O)c2cc(-c3cccc(O)c3)on2)sc(C(C)=O)c1C,i,i,i,-14,0,i,i,3,i,-3,6
Cc1ccc(C(=O)Nc2cccnc2)cc1S(=O)(=O)N1CCOCC1,i,i,i,-1,2,i,i,4,i,-1,6
Cc1nnc(NC(=O)CSc2nnc(Cc3cccn3C)n2-c2ccccc2)s1,i,i,i,-18,.,i,i,2,i,0,1
Cc1ccc(NC(=O)CSc2nnc(-c3ccco3)o2)c(C)c1,i,i,i,-7,4,i,i,-2,i,-1,-4
CCOc1ccc(CNC(=O)C2CCCN(c3nnc(C)c4c(C)n(-c5ccccc5)nc34)C2)cc1 (centres undefined),i,i,i,-9,-14,i,i,4,i,0,-7
CCOC(=O)N1CCN(C2CCCN(C(=O)c3ccccc3C(F)(F)F)C2)CC1 (centres undefined),i,i,i,-4,.,i,i,4,i,.,-7
Cc1sc2ncnc(N[C@@H](CCC(=O)O)C(=O)O)c2c1C,i,i,i,2,3,i,i,-5,i,1,0
CCCc1nc2c(=O)[nH]c3ccccc3c2o1,i,i,i,-8,2,i,i,-3,i,-3,-4
O=C(O)c1cnn2c1C(=O)N(Cc1cccs1)CC2,.,i,i,-4,-2,i,i,0,i,-6,-8
Cc1ccc(NC(=O)CCC(=O)NNC(=S)Nc2ccc(F)cc2)c(C)c1,i,i,i,-9,-1,i,i,0,i,-2,-3
COc1cc(OC)cc(C(=O)N/N=C/c2ccc(OC)c(COc3ccc(F)cc3)c2)c1,i,i,i,-3,1,i,i,-3,i,-4,-1
Cc1ccc(NC(=O)CNc2cccc(C)c2C)c(C)c1,i,i,i,-11,-5,i,i,-5,i,-1,4
CC(OC(=O)CCN=C1NS(=O)(=O)c2ccccc21)C(=O)Nc1ccc(F)cc1 (centres undefined),i,i,i,-16,-3,i,i,2,i,0,-3
C/C(=N\NC(=O)c1c[nH]c2ccccc12)c1ccc2c(c1)OCO2,i,i,i,-4,-2,i,i,-1,i,2,8
NC1=NC(=O)C(CC(=O)NCc2ccccc2)S1 (centres undefined),i,i,i,-7,3,i,i,3,i,.,-1
Cc1ccc2c(C)c(C(=O)N3CCN(Cc4ccccn4)CC3)oc2c1C,i,i,i,-12,12,i,i,1,i,-2,4
Cc1ccc(C(=O)NN2C(=O)/C(=C/c3cccn3C)SC2=S)cc1,.,i,i,-10,22,i,i,6,i,-3,10

# KCNQ1 act: what is marked active above.
structure | PolyA inhibitor | KCNQ1 block | KCNK9 block | HDAC3 inhib | KCNK3 inh | GSK3beta inhib | KCNQ1 act | GSK3 alpha inh | DYRK1A inh
Cc1nc(SCC(=O)NCC2CCCO2)c2c3c(sc2n1)CCCC3 (centres undefined) | i | i | i | 4 | i | . | 13* | -4 | 8

# (continued)
SMILES,PolyA inhibitor,KCNQ1 block,KCNK9 block,hERG rescue,HDAC3 inhib,KCNK3 inh,RGS4 act,GSK3beta inhib,KCNQ1 act,GSK3 alpha inh,DYRK1A inh
CC(=O)c1cccc(OCc2cc(C(=O)NCCC3=CCCCC3)no2)c1,i,i,i,-8,4,i,i,.,i,-2,1
CCN(CC)CCNC(=O)c1cc([N+](=O)[O-])c(N(C)C)cc1OC,i,i,i,-10,5,i,i,-4,i,0,-7
COc1ccc(NS(=O)(=O)c2ccc3c(c2)oc(=O)n3C)cc1Cl,i,i,i,-1,-5,i,i,-1,i,-3,5
O=C(CSc1nnc(CN2CCCCCC2=O)n1-c1ccccn1)NCC(F)(F)F,i,i,i,-10,-2,i,i,1,i,2,-2
COc1ccc(-c2csc(Nc3ccccc3)[n+]2CC(O)c2ccc([N+](=O)[O-])cc2)cc1 (centres undefined),i,i,i,-4,10,i,i,3,i,-2,-5
Cc1ccc(S(=O)(=O)NNC(=S)NC(=O)c2ccc([N+](=O)[O-])cc2)cc1,i,i,i,-3,15,i,i,-23,i,-2,1
COc1ccc(C(CNc2ccc(C(F)(F)F)cn2)N(C)C)cc1OC (centres undefined),i,i,i,-9,0,i,i,.,i,2,-1
O=S1(=O)CCC(N=Cc2cc(Br)ccc2O)C1 (centres undefined),i,i,i,-10,-1,i,i,-1,i,-1,.
Cc1cc(-c2nnc3sc(C4CCCCC4)nn23)n[nH]1,.,i,i,-9,-2,i,i,-1,i,-4,-1
CC(=O)Nc1ccc(N(C(=O)Cc2c[nH]c3ccccc23)C(C(=O)NC2CCCCC2)c2ccco2)cc1 (centres undefined),i,i,i,-9,-6,i,i,3,i,3,-4
COCCSc1ccccc1C(=O)Nc1cc(C)on1,i,i,i,-5,0,i,i,-2,i,-5,0
CCCn1nc(NC(=O)c2ccccn2)c2cc3cc(C)ccc3nc21,i,i,i,-21,2,i,i,0,i,-3,-3
CNC(=S)NNC(=O)c1sc(-c2cc(C)on2)nc1C,i,i,i,-8,10,i,i,-7,i,0,.
O=C(/C=C/c1ccco1)NCC(=O)N/N=C/c1ccc(Cl)cc1,i,i,i,-8,-3,i,i,1,i,-3,-2
CC(=O)O[C@H]1CC[C@H]2[C@@H]3CCc4cc(O)ccc4[C@H]3CC[C@]12C,i,i,i,-4,-3,i,i,-1,i,-3,-5
C/C(=N\NC(=O)c1c(Cl)c(C)nn1C)c1ccc(NC(=O)C2CCC2)cc1,i,i,i,-8,-11,i,i,1,i,1,-2
CN1CCN(NC(=S)Nc2ccc(Oc3ccccc3)cc2)CC1,i,i,i,-7,-2,i,i,-1,i,-1,-3
CN(C)c1ccc(NC(=O)CCn2c(=S)oc3ccccc32)cc1,i,i,i,-14,-7,i,i,-1,i,0,1
N#CCCN(C(=O)COC(=O)CNC(=O)c1ccc(-c2ccccc2)cc1)c1ccc(F)cc1,i,i,i,-8,-3,i,i,-1,i,-3,17

# Only part of the results is shown; count on the stated rates, not on these rows.
